# CHRM5 antagonist: CHRM5 antagonism in calcium assay; CHO-hM5 cells, Fluo-8 calcium fluorescence, ACh EC80; AID 624040; inhibition, % at 3 µM; 360,000 compounds, 0.59% hits;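 active = inhibition above a per-plate cutoff, the mean of that plate's test compounds plus 3 SD, cut at about 27% in these data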;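 note: 0% = acetylcholine EC80 with DMSO and 100% = DMSO without agonist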
# M1 PAM: human CHRM1 positive allosteric modulation; 360,000 compounds, 0.088% hits; activation, % at 3 µM; P11229; CHO-K1 hM1, Fluo-8 calcium fluorescence, ACh EC20; 0% = ACh EC20, 100% = maximal ACh; in the data active = activation above about 19%, passing the limit was not always enough
# Target sequence (P11229 whole entry, looked up): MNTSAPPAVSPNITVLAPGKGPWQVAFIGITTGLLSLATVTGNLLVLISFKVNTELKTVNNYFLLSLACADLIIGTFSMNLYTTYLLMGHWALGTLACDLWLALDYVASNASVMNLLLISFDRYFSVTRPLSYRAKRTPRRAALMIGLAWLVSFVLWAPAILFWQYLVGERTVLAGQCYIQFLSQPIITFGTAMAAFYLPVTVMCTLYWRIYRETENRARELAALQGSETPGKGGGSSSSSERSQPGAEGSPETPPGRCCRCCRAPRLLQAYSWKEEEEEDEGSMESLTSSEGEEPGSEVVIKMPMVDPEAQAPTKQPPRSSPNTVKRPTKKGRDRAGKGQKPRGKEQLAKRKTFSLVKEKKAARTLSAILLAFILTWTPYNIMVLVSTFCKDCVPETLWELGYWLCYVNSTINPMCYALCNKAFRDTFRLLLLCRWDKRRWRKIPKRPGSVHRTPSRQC
# M4 PAM: potentiates acetylcholine response at human M4 receptor; CHO-K1 hM4/Gqi5, Fluo-8 calcium fluorescence, ACh EC20; 0% = ACh EC20, 100% = maximal ACh; 360,000 compounds, 0.4% hits; P08173; activation, % at 3 µM; AID 624126;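 active = activation above its plate's cutoff, the mean activation of sample wells plus 3 SD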; note: some results filed as inactive read as strong as hits
# Target sequence (P08173 whole entry, looked up): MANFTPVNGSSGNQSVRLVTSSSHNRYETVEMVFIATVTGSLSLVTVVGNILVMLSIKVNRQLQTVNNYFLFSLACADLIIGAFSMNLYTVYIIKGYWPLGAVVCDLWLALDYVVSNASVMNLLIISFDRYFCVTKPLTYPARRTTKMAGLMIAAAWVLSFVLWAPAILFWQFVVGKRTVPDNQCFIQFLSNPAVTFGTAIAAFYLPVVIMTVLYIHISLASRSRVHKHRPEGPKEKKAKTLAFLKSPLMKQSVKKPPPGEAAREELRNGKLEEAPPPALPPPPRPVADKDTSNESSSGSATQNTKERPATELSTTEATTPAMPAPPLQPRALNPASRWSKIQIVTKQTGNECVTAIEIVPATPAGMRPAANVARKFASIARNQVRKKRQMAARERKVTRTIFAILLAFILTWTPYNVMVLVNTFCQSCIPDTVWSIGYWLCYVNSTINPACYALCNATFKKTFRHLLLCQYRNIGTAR
# CRFBP-R2 block: antagonists of CRF-binding protein/CRF-R2 receptor complex; HEK293 CRF-R2/CRF-BP, CRF-induced calcium fluorescence; inhibition, % at 11.8 µM; 350,000 compounds, 0.59% hits; AID 588475;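 active = inhibition of the ligand-induced calcium signal above about 50% at the single tested concentration, limit read from the data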
# M5 PAM: CHRM5 positive allosteric modulation; P08912; CHO-K1 hM5, Fluo-8 calcium, ACh EC20 PAM; 0% = ACh EC20, 100% = ACh EC100; activation, % at 3 µM; 360,000 compounds, 0.3% hits; AID 624038;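 active = activation above the run cutoff, the mean activation of all test compounds plus 3 SD, cut at about 18% in these data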
#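 System: CHO-K1 cell line with stable human muscarinic M5 receptor expression | Also added: EC20 acetylcholine as agonist stimulus | Compound: One concentration, 3 µM final (nominal) | Timing: Fluo-8 loading 80 min at 37 °C plus 30 min room temperature | Measured by: Fluo-8 calcium dye fluorescence, kinetic read | Read-out basis: % activation, ACh-normalized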
# CHRM4 antagonist: blocks acetylcholine activation of human M4 receptor | CHO-hM4 cells, ACh EC80, Fluo-8 calcium fluorescence | 360,000 compounds, 0.73% hits | inhibition, % at 3 µM | P08173;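 active = inhibition above its plate's cutoff, the mean inhibition of sample wells plus 3 SD, cut at about 27% in these data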;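 note: 0% = acetylcholine EC80 with DMSO and 100% = DMSO without agonist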
# CHRM4 agonist: agonists of human muscarinic M4 receptor (CHRM4). P08173. CHO-K1 hM4/Gqi5, Fluo-8 calcium fluorescence; vehicle 0%, full acetylcholine response 100%. activation, % at 3 µM. 360,000 compounds, 0.14% hits. AID 624127;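 active = activation above the run mean over all test wells plus 3 SD, cut at about 32% in these data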;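 note: peak over basal fluorescence ratio per well then scaled between controls; 0% = DMSO wells and 100% = acetylcholine at EC100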
# CRFBP-R2 agonist: CRF-BP/CRF-R2 complex agonism; HEK293 CRF-R2/CRF-BP, calcium dye fluorescence (FLIPR); percent of saturating CRF peptide response; activation, % at 13.2 µM; 350,000 compounds, 0.46% hits; AID 588473;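 active = activation of at least 50%, plus an integration ratio under a set limit after plate pattern correction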;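 note: plate controls were neutral control wells without compound for no effect and CRF at EC100 for full effect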
# CHRM5 agonist: agonists of human muscarinic M5 receptor (CHRM5). CHO-K1 hM5 cells, Fluo-8 calcium fluorescence; 0% DMSO wells, 100% maximal acetylcholine response. AID 624037. P08912. activation, % at 3 µM. 360,000 compounds, 0.19% hits;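 active = activation above the run's mean over test compounds plus 3 SD, cut at about 23% in these data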;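 note: signal is peak over basal fluorescence ratio across the kinetic read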
# Numbers without * were called inactive.
# Each structure is followed by: CHRM5 antagonist	M1 PAM	M4 PAM	CRFBP-R2 block	M5 PAM	CHRM4 antagonist	CHRM4 agonist	CRFBP-R2 agonist	CHRM5 agonist
1. CCCCCNC(=O)c1cccnc1SCC(=O)Nc1ccccc1OC
 : 0	-4	-1	6	-4	-1	5	-0.5	-2
2. COc1cccc(-c2cc(C(=O)NCc3ccco3)no2)c1
 : 5	1	12	1	-4	-7	-1	-1.3	-4
3. Cc1ccccc1N(CC(=O)N/N=C/c1ccc(N(C)C)cc1)C(=O)c1ccccc1
 : 2	12	19	19	7	8	-1	-1.1	2
4. CCc1ccc(-c2nc(SCC(=O)N(C)C3CCS(=O)(=O)C3)n[nH]2)cc1 (configuration not stated)
 : 5	-6	-6	5	-3	1	0	-0.2	3
5. CCS(=O)(=O)Nc1cccc(-c2cn3c(n2)SCC3)c1
 : -5	5	1	3	1	-1	1	-1.6	-2
6. O=c1oc2ccccc2cc1-c1nc(-c2cccs2)cs1
 : 3	-5	-7	-27	-4	11	1	15	-1
7. O=S(=O)(NCc1ccccn1)c1ccc2c(c1)OCCO2
 : 6	0	7	16	1	11	1	-0.1	-1
8. Cc1cc(NC(=O)c2cc([N+](=O)[O-])ccc2Cl)no1
 : 4	3	-8	-2	-10	5	10	-1.2	3
9. COc1ccc(OC)c(NC(=O)CNC(=O)Cn2c(C)cc3ccccc3c2=O)c1
 : -5	5	15	16	-3	-12	1	-4.0	-3
10. O=C(Cc1cccs1)Nc1ccccn1
 : 7	1	5	8	-5	-1	1	-2.9	-6
11. O=C(Cn1cc(C(F)(F)F)ccc1=O)NC(c1ccccc1)c1ccccc1
 : -3	5	1	11	1	-1	1	-3.4	0
12. CCOC(=O)C(=O)N/N=C/c1ccc(F)cc1
 : 14	-4	-2	22	-13	6	4	-1.4	-2
13. Cc1ccc(S(=O)(=O)CCC(=O)OCc2ccc(S(=O)(=O)C(C)C)cc2)cc1
 : 3	5	9	7	0	-17	6	0.2	9
14. CCN1C[C@@H]2[C@@H]3C(=O)N(C)C(=O)[C@@H]3[C@](C)(C1=O)N2C(=O)c1ccc(Cl)c(Cl)c1
 : 10	-1	-1	-2	0	-6	0	0.0	2
15. CC(C)N(C(=O)[C@H]1C[C@H](CC(=O)NCc2ccco2)C(=O)N2CCc3c([nH]c4ccc(Cl)cc34)[C@]12C)C(C)C
 : -5	7	0	1	3	-7	0	-3.8	2
16. CC(C)Sc1nc2c(c(=O)n(C)c(=O)n2C)n1Cc1ccc(Cl)cc1
 : 0	3	2	-38	-1	4	0	21	2
17. O=C(CN(C(=O)CNS(=O)(=O)c1ccccc1)C1CCCC1)NCC1CCCO1 (configuration not stated)
 : 1	8	3	5	2	13	1	-0.1	1
18. Cc1cc(C)cc(OCC(=O)NNC(=O)CN2C(=O)c3ccccc3C2=O)c1
 : 4	7	10	5	-1	-1	2	-0.7	0
19. Cc1nnc2ccc(-c3cccc(NC(=O)c4ccc(Br)o4)c3)nn12
 : 5	-8	-16	19	0	5	6	-3.0	8
20. CN(C(=O)C1CCCCC1)C1(C)CCS(=O)(=O)C1 (configuration not stated)
 : -10	6	4	-8	9	0	1	2.2	-1
21. Cc1ccc(N=Cc2cc(C)n(C3CCCC3)c2C)cc1
 : -13	-2	10	-11	1	-10	0	-0.9	-1
22. CCCC(=O)N1CCN(c2nc3ccc(CC)cc3s2)CC1
 : -7	1	15	-11	1	0	5	0.2	-1
23. O=C(NCc1ccc2c(c1)OCO2)c1c(-c2ccsc2)sc2ccccc12
 : 4	-11	-4	5	-2	-6	2	-0.6	4
24. O=C(NCCOc1ccccc1)c1ccccc1F
 : 0	10	3	3	1	-15	1	-2.1	0
25. COc1cc(NC(=O)CN2C(=O)CN(C)C2=O)c(C)cc1[N+](=O)[O-]
 : 5	6	-4	-13	3	2	0	-0.8	0
26. CC(C)CC(=O)Nc1ccc(C(=O)Cn2nc(C(=O)O)c3ccccc3c2=O)cc1
 : 0	14	13	2	-3	9	3	2.9	3
27. O=C(NCCO)c1cc(-c2cc(C(=O)NCCO)c3ccccc3n2)nc2ccccc12
 : -1	5	1	9	5	-10	1	0.9	-3
28. Cc1cc(NC(=O)c2cnn3cccnc23)n(-c2ccccc2)n1
 : 3	-7	-3	33	-3	6	7	-0.6	0
29. Cc1nnc(SCC(=O)Nc2nccs2)n1N
 : -2	11	-1	-5	4	-2	0	3.1	-3
30. O=C(NCCN1CCOCC1)C1CCC(CNS(=O)(=O)c2ccc(Cl)cc2)CC1 (configuration not stated)
 : 9	-6	-6	-15	-4	6	0	2.9	-1

# Next section; it opens with the 3 that closed the last part.
# Each structure is followed by: CHRM5 antagonist	M1 PAM	M4 PAM	CRFBP-R2 block	M5 PAM	CHRM4 antagonist	CHRM4 agonist	CRFBP-R2 agonist	CHRM5 agonist
28. Cc1cc(NC(=O)c2cnn3cccnc23)n(-c2ccccc2)n1
 : 3	-7	-3	33	-3	6	7	-0.6	0
29. Cc1nnc(SCC(=O)Nc2nccs2)n1N
 : -2	11	-1	-5	4	-2	0	3.1	-3
30. O=C(NCCN1CCOCC1)C1CCC(CNS(=O)(=O)c2ccc(Cl)cc2)CC1 (configuration not stated)
 : 9	-6	-6	-15	-4	6	0	2.9	-1
31. CCCCN(C(=O)COC(=O)c1ccc(C)s1)c1c(N)n(CCC)c(=O)[nH]c1=O
 : 13	12	2	-18	0	-7	1	4.2	-2
32. Cc1ccc(C)c(-n2nnnc2SCC(=O)c2ccc3c(c2)NC(=O)CO3)c1
 : -2	8	-2	0	-8	-3	4	-0.1	0
33. Cc1cc(C(=O)NCC(=O)Nc2c(C)cccc2C)c2ccccc2n1
 : 1	10	2	-9	-2	6	1	0.3	1
34. O=C(CSc1ccccc1)NCCCc1ccccc1
 : 6	3	-8	8	3	4	0	0.5	-1
35. CN(C)CCNC(=O)Cn1ccc2cc(S(=O)(=O)N3CCCCCC3)ccc21
 : 7	0	0	0	-2	5	1	3.8	-6
36. O=C(CSc1nnc(-c2ccncc2)n1-c1ccc(Cl)cc1)Nc1ccc(C(=O)O)cc1
 : 6	4	-5	-4	6	2	0	-0.8	1
37. CC(Oc1ccc(Br)cc1)C(=O)NCC(c1ccco1)N1CCCCC1 (configuration not stated)
 : 4	2	7	-8	6	-14	1	-2.4	-5
38. Cc1cccn2c(=O)c(/C=C(\C#N)C(=O)NCc3ccccc3)c(N3CCC(C(N)=O)CC3)nc12
 : 6	0	-23	3	-6	-3	0	-0.4	-3
39. CCOc1cc(CNC(=O)CN2C(=O)c3ccccc3S2(=O)=O)ccc1OC
 : -5	8	14	-13	1	-1	3	1.6	2
40. O=C(CNS(=O)(=O)c1ccccc1)OCC(=O)c1ccc(F)cc1
 : 8	5	2	13	-3	-11	3	-2.4	-2
41. CCN(CC)c1ccc(/C=C/C(=O)C2C(=O)C=C(C)OC2=O)cc1 (configuration not stated)
 : 42*	-37	-21	-476	-28	21	49*	377*	184*
42. O=C(CSc1ncccn1)Nc1ccc(N2CCOCC2)cc1
 : -1	3	-3	-4	-1	3	0	-0.2	0
43. O=C(O)c1ccccc1/C=N/NC(=O)c1cc(-c2ccco2)nc2ccccc12
 : 10	6	-2	9	2	-3	0	0.1	2
44. O=C(Nc1nnc(C2CC2)s1)c1cc(S(=O)(=O)N2CCCCC2)ccc1N1CCOCC1
 : -2	2	-9	18	0	-6	4	1.2	6
45. Cc1n[nH]c(C)c1CCCOc1ccccc1
 : -1	4	7	5	-2	6	2	-1.4	-3
46. Cc1cc(C)nc(SCC(=O)NC(=O)c2ccccc2O)n1
 : 9	9	6	-11	12	-18	1	0.4	-1
47. O=C(O)c1cccc(COc2ccc3c(c2)CCC3)c1
 : 12	2	14	13	-8	-3	2	-1.9	1
48. O=C(Cn1cc(C(F)(F)F)ccc1=O)Nc1cc(S(=O)(=O)N2CCOCC2)ccc1Cl
 : -8	9	2	3	9	-3	1	-0.3	-4
49. COc1cccc(CN(CC(=O)NCC2CCCO2)C(=O)CCC(=O)Nc2cc(C)on2)c1 (configuration not stated)
 : 3	5	-1	-23	-1	7	0	0.8	-5
50. Cc1nccn1CC(=O)c1ccccc1
 : 12	9	1	36	4	-2	0	1.0	-2
51. Cc1ccccc1C(=O)c1cccn1CC(=O)NCc1cccc(Cl)c1
 : 1	3	-7	5	2	-4	-1	-0.7	-4
52. COc1cccc(/C=N/NC(=O)c2nnn(-c3nonc3N)c2CN(C)c2ccccc2)c1
 : 19	9	-7	-6	-7	-20	12	-0.8	-5
53. CCN(CC)S(=O)(=O)c1ccc(NCc2ccccc2)nc1
 : -1	2	-2	15	-3	1	2	-7.4	1
54. COC(=O)Cn1c(CN2CCOCC2)nc2c1c(=O)n(C)c(=O)n2C
 : 0	4	12	15	0	-19	1	-0.5	1
55. COCCN1Cc2cccc(C(=O)Nc3cccnc3)c2C1=O
 : -2	8	6	6	2	-1	2	5.2	-5
56. COc1cccc(C(=O)CSc2nnnn2C)c1
 : -7	5	-4	-7	0	2	1	-1.5	-2

# In the list so far, these have an aryl methoxy group:
# Each structure is followed by: CHRM5 antagonist	M1 PAM	M4 PAM	CRFBP-R2 block	M5 PAM	CHRM4 antagonist	CHRM4 agonist	CRFBP-R2 agonist	CHRM5 agonist
1. CCCCCNC(=O)c1cccnc1SCC(=O)Nc1ccccc1OC
 : 0	-4	-1	6	-4	-1	5	-0.5	-2
2. COc1cccc(-c2cc(C(=O)NCc3ccco3)no2)c1
 : 5	1	12	1	-4	-7	-1	-1.3	-4
9. COc1ccc(OC)c(NC(=O)CNC(=O)Cn2c(C)cc3ccccc3c2=O)c1
 : -5	5	15	16	-3	-12	1	-4.0	-3
25. COc1cc(NC(=O)CN2C(=O)CN(C)C2=O)c(C)cc1[N+](=O)[O-]
 : 5	6	-4	-13	3	2	0	-0.8	0
39. CCOc1cc(CNC(=O)CN2C(=O)c3ccccc3S2(=O)=O)ccc1OC
 : -5	8	14	-13	1	-1	3	1.6	2
49. COc1cccc(CN(CC(=O)NCC2CCCO2)C(=O)CCC(=O)Nc2cc(C)on2)c1 (configuration not stated)
 : 3	5	-1	-23	-1	7	0	0.8	-5
52. COc1cccc(/C=N/NC(=O)c2nnn(-c3nonc3N)c2CN(C)c2ccccc2)c1
 : 19	9	-7	-6	-7	-20	12	-0.8	-5
56. COc1cccc(C(=O)CSc2nnnn2C)c1
 : -7	5	-4	-7	0	2	1	-1.5	-2

# Screening results deposited in PubChem BioAssay by several laboratories.
